High-throughput results: PubChem, several laboratories
MC4R barr agon: human MC4R agonism via beta-arrestin. activation, % at 8.9 µM. U2OS MC4R beta-arrestin complementation, luminescence; percent of melanotan II response, DMSO zero. P32245. hit rate 0.98% among 360,000;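 active = activation above a per-plate cutoff, the mean activation of sample wells on that plate plus 3 SD, cut at about 8% in these data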
Granule exo inh: lytic granule exocytosis inhibition | TALL-104 LAMP-1 surface exposure, flow cytometry; cells stimulated with thapsigargin and PMA | inhibition, % at 10 µM | hit rate 0.66% among 360,000;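 active = inhibition above about 55%, limit read from the data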
HTR2A ag: activates the mouse 5-HT2A serotonin receptor | P35363 | hit rate 0.66% among 360,000 | CHO-K1 mHTR2A beta-arrestin complementation, luminescence; percent of 30 µM serotonin response | activation, % at 7.6 µM;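 active = activation above a run cutoff, the mean activation of all tested compounds plus 3 SD, cut at about 14% in these data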;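 also: 0% = plate median of compound wells and 100% = 30 µM serotonin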
PDI inh: PDI (human) enzyme inhibition; hit rate 0.052% among 350,000; inhibition, % at 10 µM; PDI insulin aggregation turbidity, A650, 90 min;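 active = mean inhibition across replicates of 30% or more, whatever share of single replicates reach that level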;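 also: absorbance from insulin aggregation driven by PDI reduction with DTT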
N-glyco inh: blocks N-linked glycosylation in D54 reporter cells; reporter increase, % at 12.5 µM; D54 ERlucT glycosylation luciferase reporter, 24 h; percent of 100 nM tunicamycin response; hit rate 0.23% among 360,000;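 active = mean luciferase reporter signal, scaled so untreated is 0 and the glycosylation-blocking control 100, at or above a set limit in every replicate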;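 also: luciferase carries N-glycosylation sites so blocking glycosylation raises the light; 0% = median of neutral control wells and 100% = median of 100 nM tunicamycin wells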
CaV13 ICDI inh: Disruptors of the CACNA1D IQ motif to Ca2+-dependent inactivation inhibitor domain association, primary screening, Förster resonance energy transfer in intact living …; HEK cells, CFP/YFP FRET ICDI-IQ, plate reader, 10 min; percent FRET-ratio fall versus neutral wells; inhibition, % at 12.3 µM; hit rate 0.098% among 340,000; AID 743397;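 active = mean replicate inhibition of at least 30% and at least 1% of replicates passing that level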;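 also: 0% = median of the neutral control wells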
ABCB6 inh 2: human ABCB6 transporter inhibition | K562-ABCB6 porphyrin accumulation, flow cytometry, 1 h; stronger effect = lower value | hit rate 0.19% among 360,000 | fluorescence ratio to DMSO, % at 10 µM | Q9NP58;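 active = fluorescence ratio to DMSO below 75%, the collection mean minus 3 SD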;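 also: signal is porphyrin accumulated inside mitochondria; 100% equals median channel fluorescence of DMSO control wells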
MC4R antagonist: blocks human MC4R cAMP signaling. MC4R-expressing cells, MTII-stimulated cAMP, LANCE TR-FRET. inhibition, % at 6.5 µM. hit rate 0.48% among 360,000. AID 540295;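 active = inhibition above its plate's cutoff, the mean of tested wells on that plate plus 3 SD, cut at about 29% in these data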;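 also: 0% = Melanotan II alone and 100% = Melanotan II plus saturating MCL0020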
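Assay system: human MC4R-expressing U2OS cells; reagent: Melanotan II stimulation of cells; dosing: 6.5 µM single dose; timing: compound 30 min, challenge 1 h, detection 1 h; signal: TR-FRET cAMP assay; replicates: one well per compound, no replicates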
ABHD5-PLIN5 inh: inhibitors of human ABHD5-perilipin-5 interaction | Split G. princeps luciferase complementation, luminescence, 4 h | inhibition, % at 4 µM | hit rate 0.78% among 360,000;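 active = inhibition above the mean inhibition across every tested compound plus 3 SD, cut at about 22% in these data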;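 also: 0% = DMSO only wells and the 100% control is not disclosed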
Target sequence (Q00G26 whole entry, looked up): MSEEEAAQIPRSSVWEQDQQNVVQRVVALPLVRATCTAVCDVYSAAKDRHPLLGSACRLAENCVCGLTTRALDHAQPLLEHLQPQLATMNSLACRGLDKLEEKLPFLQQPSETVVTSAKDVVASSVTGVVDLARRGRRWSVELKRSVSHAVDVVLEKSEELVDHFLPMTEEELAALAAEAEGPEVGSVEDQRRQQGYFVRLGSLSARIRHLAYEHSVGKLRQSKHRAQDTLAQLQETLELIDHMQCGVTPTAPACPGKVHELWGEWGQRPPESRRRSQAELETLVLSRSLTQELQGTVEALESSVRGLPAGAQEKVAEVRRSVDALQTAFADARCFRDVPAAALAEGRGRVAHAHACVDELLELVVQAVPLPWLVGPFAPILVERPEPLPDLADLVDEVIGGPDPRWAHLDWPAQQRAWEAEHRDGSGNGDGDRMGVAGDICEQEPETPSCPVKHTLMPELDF
Target sequence (Q8WTS1 whole entry, looked up): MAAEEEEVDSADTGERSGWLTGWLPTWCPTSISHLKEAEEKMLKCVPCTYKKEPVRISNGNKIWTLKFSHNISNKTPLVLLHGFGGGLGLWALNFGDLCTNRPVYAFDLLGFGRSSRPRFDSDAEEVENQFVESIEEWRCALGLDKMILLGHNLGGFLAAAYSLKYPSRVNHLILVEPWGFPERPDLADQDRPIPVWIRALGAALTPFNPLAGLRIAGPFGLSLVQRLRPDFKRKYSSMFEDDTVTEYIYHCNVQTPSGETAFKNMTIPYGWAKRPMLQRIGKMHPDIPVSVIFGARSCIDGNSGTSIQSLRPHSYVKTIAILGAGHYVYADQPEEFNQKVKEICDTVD
Cardio protect: myocardial damage modulation in H9c2 cells; H9c2 cardiomyocytes, H2O2 injury protection, ATPLite, 2 h; protection from H2O2 cell death, % at 20 µM; hit rate 0.63% among 360,000; AID 588492;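 active = compounds giving at least 50% protection of heart cells from peroxide-induced death in the single-dose screen, raw or plate-pattern-corrected value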;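 also: 0% = DMSO wells with peroxide and 100% = DMSO wells without peroxide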
* hit, by the source's call; · = no result given; & = joins results of further samples.

SMILES	MC4R barr agon	Granule exo inh	HTR2A ag	PDI inh	N-glyco inh	CaV13 ICDI inh	ABCB6 inh 2	MC4R antagonist	ABHD5-PLIN5 inh	Cardio protect
CCN(CC)CCCNc1nc(-n2nc(C)cc2C)nc2sc3c(c12)CC(C)(C)OC3	-3.0	6.2	-0.5	-1.5	-4.1	-5.2	98.0	1.0	1.3	13.8
O=C(Nc1ccccc1C(=O)O)c1cc(S(=O)(=O)N2CCCCC2)c(Cl)cc1Cl	0.6	0.7	8.7	0.9	0.5	-7.3	101.0	7.5	-1.5	-7.6
COc1cccc(CNC(=O)Cc2ccc(Br)cc2)c1	-1.2	-6.0	-2.1	-11.9	4.3	-5.4	93.0	9.7	2.1	1.6
O=C(C1CCN(S(=O)(=O)c2cnc[nH]2)CC1)N1CCc2ccccc2C1	-1.1	-1.1	0.3	-2.3	0.6	-2.3	94.0	4.8	8.0	10.3
CCn1c(O)c2ccc(C(=O)N=NC(=O)c3ccccc3)cc2c1O	0.5	-6.9	-2.3	-0.8	1.9	-10.5	98.0	-1.1	7.7	-1.6
O=C(Cn1c(=O)n(Cc2ccccc2)c(=O)c2ccccc21)NCc1ccco1	2.4	0.5	0.3	3.1	-1.7	-4.2	96.0	13.1	4.4	13.9
COc1ccc(N(CC(=O)NCc2ccccc2Cl)S(=O)(=O)c2c(C)noc2C)cc1	-1.6	33.7	0.2	-1.2	-4.1	-2.7	93.0	3.4	-0.1	-1.2
COc1ccc(N2CCN(C(=O)CCc3ccc(S(=O)(=O)NCC(C)C)cc3)CC2)cc1	0.9	-1.6	1.0	-1.1	-2.7	-5.3	93.0	3.6	0.1	-11.4
Cc1ccn(Cc2n[nH]c(=S)n2Cc2ccccc2)n1	-1.6	0.2	-2.2	9.9	-0.1	-5.6	98.0	-1.6	-8.2	2.3
CCNC(=O)C1(C)CCCN1C(=O)c1cc(C)on1 (centres undefined)	-2.5	-2.4	1.6	-6.8	1.3	-4.8	95.0	7.6	0.1	4.6
O=C(CSc1ncccn1)Nc1ccc2c(c1)OCO2	-1.4	-7.4	3.5	-6.6	0.7	-5.3	117.0	13.8	-0.4	-3.9
CN(C)CCNCc1ccc(OC2CCCC2)cc1	0.5	11.4	-2.5	6.7	1.2	-9.1	97.0	7.6	5.5	11.4
CC(=O)Nc1ccc(N=c2cc([N+](=O)[O-])cc(Cl)n2O)cc1	1.7	0.0	4.4	14.7	6.1	-17.2	101.0	2.9	-1.0	10.4
COc1ccc(-c2nc(S(=O)(=O)c3ccccc3)c(N3CCCC3)o2)cc1	-0.3	-1.4	-3.3	-4.4	-1.2	-11.7	97.0	0.9	2.5	-2.0
O=C(Nc1ccc([N+](=O)[O-])cn1)C1CCCCC1	0.5	-1.4	1.0	3.4	1.4	-2.7	94.0	-0.7	0.6	-0.7
CCn1cc(S(=O)(=O)CC(=O)Nc2cccc(C)c2)c2ccccc21	-0.8	-0.2	-1.6	·	0.4	-5.8	96.0	3.8	4.3	-1.1
CCCNC(=O)c1ccccc1NC(=O)COc1cccc2c1OC(C)(C)C2	-3.0	-1.0	-7.6	0.5	-3.0	-5.4	91.0	16.8	10.5	12.8
CCN1CCN(c2ccc([N+](=O)[O-])cc2C(=O)c2ccc(Cl)cc2)CC1	-1.2	7.4	-8.3	8.3	17.3	·	103.0	1.9	1.3	9.3
C/C(CC(=O)Nc1cc(Cl)ccc1Cl)=N\NC(=O)c1ccco1	-0.5	-2.6	-2.5	0.6	-0.3	-4.0	84.0	6.0	8.9	12.4
O=C(O)CNC(=O)C1(N2C(=O)c3ccccc3C2=O)CCCC1	-1.1	-2.8	-1.8	4.8	0.9	-10.0	100.0	-3.1	0.3	-0.3
C=CCNC(=O)c1cc2cc(Cl)ccc2nc1N	·	-2.2	-6.7	·	·	-6.9	98.0	·	-4.2	·
O=C1NC2(CCCCCC2)N=C1c1ccc(Br)cc1	1.7	-2.8	-4.5	-0.8	-0.4	-6.5	93.0	7.5	0.7	10.9
O=C(CSc1n[nH]c(-c2ccc(S(=O)(=O)NC3CCCCC3)cc2)n1)N1CCCC1	-0.1	-1.8	-0.2	0.7	0.0	-8.9	97.0	17.0	6.5	-1.4
CC(C)Cc1nnc(NC(=O)CSc2nc(=O)cc(N)n2-c2ccccc2)s1	-0.8	-0.7	3.6	4.3	-1.0	-1.0	101.0	-1.7	2.0	1.7
O=C(Nc1ccc(S(=O)(=O)N2CCOCC2)cc1)c1cc(-c2ccccc2O)n[nH]1	1.1	5.9	-5.0	12.9	5.2	-2.6	90.0	-13.0	6.6	-3.0
O=C(NNC(=O)c1cc(-c2ccccc2Cl)nc2ccccc12)c1csc(N2CCOCC2)n1	-0.6	-10.4	-11.2	5.5	-0.4	-6.0	98.0	18.2	-4.0	12.8
O=C(Nc1ccc(O)cc1)c1ccc2c(c1)C(=O)N(Cc1cccnc1)C2=O	0.3	-0.2	-3.6	-3.5	-0.1	-3.4	93.0	18.9	-1.6	-0.6
COc1ccccc1NC(=O)/C(=C/c1ccncc1)NC(=O)c1ccccc1	-1.4	9.0	12.4	10.8	3.5	-2.2	94.0	-3.0	4.1	0.4
O=C(COC(=O)c1ccc(F)cc1)Nc1nc2ccc([N+](=O)[O-])cc2s1	-2.1	-0.2	-2.6	2.7	0.8	-5.4	102.0	0.3	-3.6	-11.7
O=C(CC1C(=O)NCCN1Cc1ccc(F)c(F)c1)NCCCn1ccnc1 (centres undefined)	0.1	1.8	0.4	1.0	2.2	-4.3	98.0	2.6	3.3	2.5
COc1ccc(-c2c(-c3ccccc3OC)oc3ccccc23)cn1	2.4	-5.9	8.1	-5.5	2.5	-9.9	93.0	7.3	-3.5	-3.2
C/C(=C\c1ccco1)CN1CCN(Cc2ccc(C)o2)C(CCO)C1 (centres undefined)	-1.2	-1.3	-5.1	-0.7	0.5	0.2	101.0	15.5	3.4	5.6
Clc1ccc(NN(Cc2ccncc2)c2ccc(Cl)cc2)cc1	-1.3	-1.5	-6.9	-4.0	-2.8	-5.3	96.0	6.3	-4.4	-9.0
CN(C)CCCNC(NC(=O)/C=C/c1ccccc1)C(Cl)(Cl)Cl (centres undefined)	-3.9	10.9	-2.3	-2.5	2.9	-0.9	104.0	7.2	-3.6	-0.1
CC(C)c1ccc(OCC(=O)N2CCN(c3ccccn3)CC2)c(Br)c1	5.7	0.8	-2.8	-7.2	-1.0	-3.0	94.0	7.3	-10.6	-8.5
CC(=O)OCC(=O)C1(O)CCC2C3CC(F)C4=CC(=O)CCC4(C)C3C(=O)CC21C (centres undefined)	0.5	4.6	-3.6	-4.3	1.9	-3.4	96.0	-1.9	-1.5	6.7
Cc1ccc(CNC(=O)[C@]2(C)CCC[C@@]3(C)C4CC[C@@]5(C)C[C@]4(CCC32)CC5=O)cc1 (some centres undefined)	-1.5	3.7	2.6	-2.4	-3.0	-9.9	95.0	-1.1	1.1	7.9
COc1ccc(NC(=O)COC(=O)CNC(=O)C2CCCCC2)cc1	1.6	-0.2	-0.2	-2.3	1.1	-1.4	99.0	4.5	-4.3	3.8
Nc1nc(SCC(=O)c2ccc(Oc3ccccc3)cc2)n[nH]1	-1.6	1.8	-0.3	7.5	-3.6	-7.9	91.0	6.4	-7.3	-3.5
CC(C)N1CCc2c(sc(NC(=O)C3CCCCC3)c2C(N)=O)C1	-0.4	3.3	-5.2	·	-11.7	-4.6	102.0	9.3	9.9	9.0
CC(=C\c1ccco1)/C=C1/SC(=S)N(CC(=O)O)C1=O	-1.6	-1.1	-3.4	-2.8	1.1	-4.8	93.0	1.5	-7.4	-7.2
COc1cc(CC(=O)N/N=C/c2ccc([N+](=O)[O-])cc2)c([N+](=O)[O-])cc1OC	-0.1	1.2	4.3	2.6	2.8	-5.7	99.0	-7.1	2.5	4.1
COc1cccc(C(NC(C)=O)c2nc(-c3ccc(F)c(Cl)c3)cs2)c1 (centres undefined)	-0.6	10.5	-2.4	4.4	-0.6	-4.0	97.0	6.5	-3.1	-3.6
COc1ccc(OC)c(S(=O)(=O)NC2CCSc3ccccc32)c1 (centres undefined)	0.1	-2.7	-0.3	4.2	-1.1	-2.1	91.0	23.9	-2.8	-4.6
O=C(NCCc1c[nH]c2ccccc12)C(=O)Nc1ccccc1	-1.0	4.8	4.6	·	0.4	-21.0	101.0	8.4	4.2	-16.6
COC(=O)c1ccc(OCC(=O)NC(C)(C)C)cc1	-0.4	10.0	-1.9	-5.5	-0.3	·	193.0	8.3	6.4	-13.0
O=C(CNC(=O)c1ccccn1)N=Nc1c(O)[nH]c2ccccc12	-2.5	-2.5	0.4	-0.9	1.3	-2.4	97.0	-25.3	7.8	19.7
COc1ccccc1C(=O)N(Cc1sccc1C)C1CCS(=O)(=O)C1 (centres undefined)	-2.6	-1.6	5.5	-6.5	4.6	-11.9	101.0	6.8	-1.4	1.1
Cc1c(C(=O)c2ccc(Cl)cc2Cl)cnc2cc3c(cc12)OCO3	-1.9	-2.3	4.0	-3.9	-0.7	-4.1	85.0	-6.5	0.2	-12.1
Nc1ccccc1C#CC(=O)c1ccccc1	-1.4	1.7	3.8	4.9	-19.0	-4.7	114.0	54.0*	-5.1	-21.9
CCn1nnc(-c2ccccc2NC(=O)C(F)(F)F)n1	-0.3	-1.8	-0.3	-3.9	0.0	-7.0	93.0	1.4	-3.6	0.1
O=C(CSc1nc2[nH]ncc2c(=O)n1-c1ccc(Cl)c(Cl)c1)NCc1ccccc1Cl	0.2	-0.8	-2.4	-2.7	4.3	-1.9	100.0	2.0	1.5	-10.3
CCN1CCN(Cc2ccc(NC(=O)c3ccc(C)c(NC(=O)N4CCNC4=O)c3)cc2C(F)(F)F)CC1	-0.2&-1.3&0.8	-9.9&-2.3&0.3	-1.0&-6.0&-10.6	13.3&-7.7&-9.2	-6.1&-8.6&-8.4	-10.1&-5.4	98.0&98.0&99.0	9.6&3.8&-1.0	4.5&5.3&3.7	-0.7&-5.9&-11.4
CCN1C(=O)[C@@H]2[C@@H](c3ccc(-c4ccccc4)cc3)N3CCCC[C@@]3(C(=O)OC)[C@@H]2C1=O	-1.2	13.2	4.7	9.7	-1.4	-11.6	97.0	4.0	-6.7	-4.5
COc1ccccc1/C=C/C=N/n1c(C2CCCCC2)n[nH]c1=S	-0.6	-0.4	-0.7	9.2	-3.3	-2.7	97.0	1.4	-17.6	1.9
O=C(Nc1ccc([N+](=O)[O-])cc1)Nc1cnccn1	-3.4	-0.7	-3.9	0.9	-2.9	-2.4	98.0	2.1	0.3	-11.4
O=C(NCCCN1CCOCC1)C1Cc2c(ccc3ccccc23)O1 (centres undefined)	0.9	1.9	-7.1	-2.1	-0.1	-6.4	109.0	-5.6	4.8	-6.2
Oc1ccccc1C1N=C(c2ccccc2)NC(c2ccccc2)=N1	-1.4	0.7	-2.3	4.7	-2.9	-4.4	101.0	-0.3	-3.4	-5.3
